# Source: PubChem
# LDHA block: inhibitors of human lactate dehydrogenase A. P00338. purified LDHA, NADH/diaphorase-resazurin fluorescence; stronger effect = lower value. activity change, % (values are at about 110 or 230 µM). 480,000 compounds, 0.15% hits. AID 1347041; in the data active means activity change below about -30%; inconclusive means mostly about -25% to -30%;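 further: plate controls were DMSO wells for no effect and wells without enzyme for full effect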
#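 Human LDH5 at 2 nM final in Tris HCl pH 7.4 with 0.06 mM NADH and 0.2 mM pyruvate, reacted 5 minutes at room temperature. Remaining NADH coupled via diaphorase/resazurin; resorufin fluorescence read at 0 and 20 minutes, normalized to enzyme-free and DMSO wells.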
# RGS4 inh: inhibitors of human regulator of G protein signaling 4. Transcreener GDP fluorescence polarization, RGS4-accelerated GTP hydrolysis. P49798. 390,000 compounds, 0.039% hits. Potency, µM (titrated, usually from 114 µM), for the others: top-dose activity change, negative = inhibition, usual class: inhibitors; further: potency means the concentration at half of the fitted maximal effect; on the % scale 0 is the no-effect control and ±100 the full control effect; nearly all actives have a fitted effect of over 75% in size; some results filed as inactive show a strong effect at the top dose
#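 MLSMR compounds (23 nl, pin-transferred) preincubated 10 min at room temperature with a 500nM (2x) first reagent, then RGS4 at 900nM (2x) plus Transcreener GDP mix added; fluorescence polarization (620/688 nm) read before and after 90 min at 30 °C.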
# Vif-A3F inh: Vif-A3F binding inhibition; AID 602313; HeLa A3F-eYFP + Vif (tagged APOBEC3F with the HIV-1 protein that degrades it), YFP fluorescence increase; Potency, µM (doses to about 46.1 µM), inactives show at the top dose activity, negative = active; 390,000 compounds, 0.2% hits; further: potency means the concentration at half of the fitted maximal effect; % of control where 0% means no effect; nearly all actives have a fitted effect of over 65% in size
#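 HeLa cells stably expressing A3F-eYFP plus Vif, plated and incubated overnight at 37 deg C, then exposed to compounds overnight at 37 deg C. Blocked degradation read as raised yellow fluorescence (Ex 488/Em 500-530).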
# D2 ag: D2 dopamine receptor (human) agonism; P14416; 340,000 compounds, 0.53% hits; HEK293 T-REx D2 cells, calcium flux agonist mode; activation, % at 2 µM;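 active means activation over 3 SD above normal in the single-dose calcium agonist read, cut at about 30% in these data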; further: 0% is about no effect
# Target sequence (P14416 whole entry, looked up): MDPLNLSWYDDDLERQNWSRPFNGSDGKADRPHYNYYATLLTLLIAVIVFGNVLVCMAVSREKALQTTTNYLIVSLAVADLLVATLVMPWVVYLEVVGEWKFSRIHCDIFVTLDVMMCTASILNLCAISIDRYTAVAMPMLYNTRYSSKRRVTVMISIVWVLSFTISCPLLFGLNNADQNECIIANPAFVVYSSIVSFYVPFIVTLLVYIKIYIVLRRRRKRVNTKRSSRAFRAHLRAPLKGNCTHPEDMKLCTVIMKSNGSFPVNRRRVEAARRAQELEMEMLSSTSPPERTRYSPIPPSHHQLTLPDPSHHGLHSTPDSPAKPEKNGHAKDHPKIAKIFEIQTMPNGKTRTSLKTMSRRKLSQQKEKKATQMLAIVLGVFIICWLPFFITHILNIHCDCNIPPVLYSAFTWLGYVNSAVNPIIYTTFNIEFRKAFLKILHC
#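 Agonism is scored from calcium flux in a force-coupled, inducible HEK293 cell line expressing D2, read kinetically for 180 s after compound addition against dopamine controls.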
# 12-LOX inh: blocks human arachidonate 12S-lipoxygenase | 580,000 compounds, 1.1% hits | P18054 | AID 1671190 | purified 12hLO, xylenol orange hydroperoxide absorbance | Potency, µM (highest dose often 108 µM), inactives show at the top dose activity change, negative = inhibition, actives largely listed as inhibitors; further: potency means the concentration at half of the fitted maximal effect; on the % scale 0 is the no-effect control and ±100 the full control effect
#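 Hydroperoxide product was detected by ferrous iron/xylenol orange as the 573 to 405 nm absorbance ratio. Arachidonic acid at 40 uM (final) was turned over for 30 min at room temperature by 150 nM human 12hLO, pH 7.0 Hepes buffer, after 15 min compound preincubation.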
# GRP78 ERSR act: induces the endoplasmic reticulum stress response in human glioma cells | Potency, µM, for the others: at the top dose activation, usual class: activators | 420,000 compounds, 0.02% hits | AID 602332 | U87-MG GRP78 promoter luciferase reporter, 16 h; further: potency means the concentration at half of the fitted maximal effect; series mostly up to about 76 µM; % of control where 0% means no effect; nearly all actives have a fitted effect of over 35% in size
#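 Stably transfected U87-MG glioma cells carrying a GRP78-based luciferase sensor; 16 h compound incubation. Luminescence end-point read 10 min after Bright-Glo addition at room temperature.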
# D2 antagonist: antagonizes the human D2 dopamine receptor. HEK293 TREx D2 cells, calcium flux, dopamine EC80. inhibition, % at 10 µM. 340,000 compounds, 2% hits. AID 485344; in the data active means inhibition above about 30%; further: 0% is about no effect
#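 Antagonism is scored as inhibition of an EC80 dopamine-evoked calcium signal in a force-coupled, tetracycline-inducible HEK293 T-REx D2 line, with compound present 180 s before agonist.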
# ERG-DNA inh: inhibitors of human ERG Ets domain-DNA interaction; 370,000 compounds, 0.028% hits; fluorescence polarization, His-ERG Ets domain / labelled DNA; AID 624246; P11308; Potency, µM (doses to about 76.9 µM), inactives show at the highest dose FP activity, negative = inhibition, most hits filed as inhibitors; active means well fitted inhibition curve with a large enough effect in the polarisation, with a control signal flat; inconclusive means small, poorly fitted or top-dose-only effect, or effect the other way, or a change in a side signal; inactive means no such curve, though single readings can be large or run the other way; the % refers to the polarisation;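 further: polarization taken with two DNA probes labelled with fluorescein and Texas red; potency means the concentration at half of the fitted maximal effect; % of control where 0% means no effect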
# Target sequence (P11308 whole entry, looked up, the tested form may be a part): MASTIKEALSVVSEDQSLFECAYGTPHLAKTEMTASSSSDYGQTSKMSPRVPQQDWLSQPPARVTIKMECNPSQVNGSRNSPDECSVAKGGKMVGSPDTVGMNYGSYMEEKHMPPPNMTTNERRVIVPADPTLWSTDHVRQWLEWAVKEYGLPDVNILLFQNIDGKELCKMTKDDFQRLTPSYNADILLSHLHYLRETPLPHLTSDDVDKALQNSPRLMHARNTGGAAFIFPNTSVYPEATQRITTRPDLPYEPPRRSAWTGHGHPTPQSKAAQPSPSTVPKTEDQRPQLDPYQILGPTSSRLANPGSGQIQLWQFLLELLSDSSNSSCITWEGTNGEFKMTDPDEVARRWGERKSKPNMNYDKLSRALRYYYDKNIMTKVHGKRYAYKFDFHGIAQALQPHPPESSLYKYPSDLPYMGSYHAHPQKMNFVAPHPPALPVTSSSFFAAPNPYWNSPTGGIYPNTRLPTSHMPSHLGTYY
#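 His-tagged ERG Ets domain (1 uM in the protein solution; 300mM KCl, 50mM Tris-HCl, 1mM EDTA, 1mM DTT, pH 7.5) received compound, then a probe mix of 5 nM fluorescein-DNA and 100nM Texas-615-DNA. Fluorescence polarization was read for both dyes.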
# Vif-APOBEC3G blk: Vif-A3G binding inhibition; Q9HC16; HeLa A3G-eYFP + Vif (tagged APOBEC3G with the HIV-1 protein that degrades it), YFP fluorescence, overnight; Potency, µM (top dose mostly 46.1 µM), without a hit: at the highest dose activity, negative = active, most hits filed as inhibitors; 410,000 compounds, 0.076% hits;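 further: potency means the concentration at half of the fitted maximal effect; on the % scale 0 is the no-effect control and ±100 the full control effect; nearly all actives have a fitted effect of over 60% in size; hits raise eYFP signal because A3G escapes Vif-driven loss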
#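 Read-out is eYFP fluorescence (Ex 488/Em 500-530) from Vif-expressing HeLa A3G-eYFP cells; more signal means A3G escaped Vif-mediated degradation. Cells plated overnight, compound pinned in, incubated overnight at 37 deg C.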
# An asterisk follows results filed as active; ? = inconclusive; / = not tested or not shown; & = joins results of further samples; [ ] = another dose, or the depositor's remark. Unless noted, the call rests on the fitted dose curve; in most records, active means well fitted curve in the direction sought with a large enough effect; inconclusive means small, poorly fitted or top-dose-only effect, or another doubt; inactive means no such curve, though single readings can be large; an effect the other way counts as inactive or inconclusive.
SMILES,LDHA block,RGS4 inh,Vif-A3F inh,D2 ag,12-LOX inh,GRP78 ERSR act,D2 antagonist,ERG-DNA inh,Vif-APOBEC3G blk
COc1cccc(N2CCN(c3ccc4nnc(CCC(=O)Nc5ccccn5)n4n3)CC2)c1,-1,10%[11.4 µM],-7%,-0.4,26%,9%,6,-1%,-10%
Cc1ccccc1C(=O)N1CCC(C(=O)Nc2ccc(F)cc2F)CC1,-1,-7%,-3%,/,6%,-2%,/,1%,-3%
CCOc1cccc(C(=O)Nc2ccc(S(=O)(=O)N(Cc3ccccc3)c3ccccc3)cc2)c1,-5,11%,-2%,2.0,-7%,-3%,/,-11%,0%
CCn1c(-c2cccc(Cl)c2)n[nH]c1=S,-2,-15%,6%,0.3,28µM*,-5%,-11,2%,1%
CC(C)(C)c1ccc(C(=O)CS(=O)(=O)c2ccccc2)cc1,-1,23%,-17%,0.6,-2%,0%,-30,2%,1%
CCCCC[C@@H]1C=C(C(=O)O)[C@H](c2ccc(F)cc2)N1S(=O)(=O)c1ccc(C)cc1,1,19%,-2%,/,45µM*,3%,/,3%,0%
COC(c1ccccc1)c1nnc(CCC(=O)N(C)Cc2cccc(-n3cccn3)c2)o1 (configuration not stated),-18,16%[11.4 µM],0%,0.6,11%,2%,2,-13%,-2%
C/C(=N\NC(=O)COc1ccc(C#N)cc1)c1ccc(N2CCOCC2)cc1,-3,11%[11.4 µM],2%,-0.4,2%,7%,-15,-3%,-4%
CCOc1ccc(N(CC(=O)NC2CCCC2)C(=O)CCCC(=O)Nc2ccccn2)cc1,1,-9%,4%,2.6,-4%,0%,-12,8%,-1%
Cc1ccc(NC(=O)c2ccc(=O)[nH]n2)cc1S(=O)(=O)Nc1ccc(SC(F)F)cc1,-3,-28%,-5%,/,35%[activator],-5%,/,-10%,-5%
COc1ccc(C2CC(c3ccccc3)=NN2C(=O)COC(=O)COc2ccccc2)cc1 (configuration not stated),-6,-44%,-5%,0.2,-18%,-3%,4,-1%,5%
C[C@H](CO)N1C[C@H](C)[C@@H](CN(C)Cc2ccc(F)cc2)Oc2ncc(Br)cc2C1=O,0,/,5%,/,-14%,0%,/,/,4%
CC(=O)Nc1ccc(NC(=O)COC(=O)[C@@H](NC(=O)c2ccc(F)cc2)C(C)C)cc1,-4,-9%,-6%,0.3,-2%,-5%,7,-1%,-1%
O=C(Nc1ccc(Br)cc1)C1CC(c2c(F)cccc2Cl)=NO1 (configuration not stated),-3,-3%,-5%,1.0,?,2%,25,0%,4%
O=C(NC1CCN(Cc2ccccc2)CC1)C1CCN(S(=O)(=O)c2cccc3cccnc23)CC1,-14,11%,-12%,/,-6%,-3%,/,-3%,-5%
Cc1cc(N/N=C/c2ccccc2)nc(N)n1,-6,10%[11.4 µM],-4%,0.2,-6%,4%,3,3%,4%
Cc1cc(C)cc(NS(=O)(=O)c2cc3[nH]c(=O)c(=O)[nH]c3cc2C)c1,-10&-8,8%&2%,-13%&0%,0.1&1.4,?,0%&-4%,-10,-16%&-4%,2%&-2%
Cc1ccccc1C(=O)N1CCC(c2nc3ccccc3s2)CC1,-1,6%,-2%,/,-12%,-4%,/,2%,1%
O=C(Nc1cc(C(F)(F)F)ccc1N1CCOCC1)c1cn2ccccc2n1,-4,-10%,16%,0.0,-6%,-2%,-4,3%,-1%
CC(C)NC(=O)C(=O)NNC(=O)C12CC3CC(CC(C3)C1)C2,3,15%,-2%,0.7,?,12%,-12,2%,0%
COc1ccc(N(C(=O)COc2ccc(Br)cc2)S(=O)(=O)c2ccc(C)cc2)cc1,3,6%,-2%,0.7,-22%,2%,/,-1%,-5%
COc1ccc2c(c1)c(N1CCCC1=O)c(C(=O)Nc1cc(C)c(Cl)cc1OC)n2C,-9,-14%,-5%,-0.5,-11%,-4%,/,-8%,3%
Cc1cc(-c2ccc(C)c(S(=O)(=O)NCC3CCN(Cc4ccc(F)cc4)CC3)c2)on1,-1&-6,11%&-5%,2%&3%,0.7&0.0,28%&-11%,-6%&-3%,-6,14%&6%,0%&4%
CCOc1ccc(NC(=O)Cn2nc3c(cc2=O)CC(C)CC3)cc1 (configuration not stated),-3,-2%,-8%,-1.1,-10%,-2%,/,-1%,-2%
CCCN1CCN(C(c2cc3cc4c(cc3[nH]c2=O)OCO4)c2nnnn2C(C)(C)C)CC1 (configuration not stated),6,21%,0%,0.2,?,-4%,2,-6%,0%
CCCNS(=O)(=O)c1ccc(C(=O)NCC2CCCO2)cc1 (configuration not stated),-3,21%,-4%,1.1,0%,-1%,-15,/,1%
C/C(=N\NC(=O)c1cccnc1)c1cccc([N+](=O)[O-])c1,-9,-1%,-6%,-0.1,1%,4%,-3,-8%,0%
COCCNC(=S)Nc1ccccn1,-1,-5%,-8%,0.7,?,-1%,-10,4%,8%
CCCNC(=O)NS(=O)(=O)c1cnccc1Sc1ccc(Cl)c(Cl)c1,-8,-10%,-14%,0.0,0%,-3%,2,-16%,-1%
CCNC(=O)CN(Cc1ccccc1)S(=O)(=O)c1ccccc1,-17,0%,-6%,-0.5,-23%,-1%,9,/,-1%
Cc1onc(-c2ccccc2Cl)c1C(=O)Nc1ccc(-n2nncc2-c2ccco2)cc1,-3,-46%,6%,0.9,/,0%,-9,16%,-1%
O=C(Nc1nccs1)c1csc2c1CCCC2,-2,-16%,11%,-0.1,3%,5%,-4,-10%,0%
Cc1ccccc1CNC(=O)c1oc2c(c1C)-c1nn(Cc3ccc(Cl)cc3)cc1CC2,12,-17%,3%,1.6,-33%,-1%,/,-9%,2%
CC(C)c1nnc(SCC(=O)N2CCOCC2)n1C,-1,27%,-20%,0.7,9%,-4%,10,-6%,0%
C=CCn1c(SCC(=O)c2cc(C)n(Cc3cccs3)c2C)nnc1-c1ccncc1,-3,-5%,-6%,/,-9%,2%,/,-5%,5%
C=C(C)c1cccc(C(C)(C)NC(=O)NCc2ccc(OC)c(OC)c2)c1,-7,-11%,-4%,0.8,-12%,-6%,-12,2%,3%
O=C(NCCc1ccc(F)cc1)C(=O)Nc1cc2c3c(c1)CC(=O)N3CCC2,1,-39%,-6%,/,4%,-1%,/,-3%,0%
Cc1cc(NC(=O)C2CC(=O)N(c3cccc(C)c3C)C2)no1 (configuration not stated),3,0%,5%,0.2,-8%,-4%,-12,-16%,-2%
Cc1cc(S(=O)(=O)N2CCN(c3ccccc3O)CC2)c(C)s1,1,20%,-15%,-0.7,12%,-1%,-13,5%,1%
CCn1c(NCc2cccc(Cl)c2)nc2ccccc21,-2,-3%,-2%,1.5,-21%,-3%,/,5%,1%
Cc1c(C(=O)NCc2ccc(Cl)cc2)sc2nc3n(c(=O)c12)CCCCC3,-8,-24%,1%,-0.4,-9%,?,/,-9%,0%
COc1ccc(N2CCN(C(=O)C3CC(=O)N(c4ccc(C)cc4)C3)CC2)cc1 (configuration not stated),-9,13%,25%,0.9,-19%,-4%,-4,3%,1%
CN(C)S(=O)(=O)c1ccc(S(=O)(=O)NCc2cccs2)cc1,-3,-8%,2%,0.5,5%,-1%,14,-8%,1%
COc1ccccc1CNC(=O)CN1C(=O)NC(c2ccccc2)(c2ccccc2)C1=O,-9,7%,-4%,/,3%,-4%,/,2%,-4%
Cc1cc(C)n(/N=C\c2c(O)ccc3ccccc23)c(=O)c1C(N)=O,9,-20%,1%,-0.2,6%,-2%,8,1%,2%
COC(=O)[C@@]1(Cc2ccccc2)[C@H]2C(=O)N(Cc3ccccc3)C(=O)[C@H]2[C@H]2CN=C(SCc3ccccc3)N21,0,3%,6%,/,-15%,-3%,/,-15%,1%
COc1cc(NC(=O)C2CCCN(S(=O)(=O)c3ccc4c(c3)oc(=O)n4C)C2)cc(OC)c1 (configuration not stated),-2,9%,-1%,0.1,?,-7%,1,3%,2%
O=C(NN1C(=O)/C(=C/c2cccc(O)c2)SC1=S)c1ccccc1O,-15,-27%,?,0.2,-6%,2%,5,0%,-26%
COc1ccc2c(c1)C(=C(C#N)C#N)C(=O)N2CCc1ccccc1,38,-117%,2%,0.4,-7%,-8%,-20,-1%,0%
CCN(CC)S(=O)(=O)c1cccc(C(=O)OCC(=O)Nc2ccc3c(c2)c2ccccc2n3CC)c1,5,8%,-8%,1.8,-13%,0%,15,-3%,?

# Later entries:
SMILES,LDHA block,RGS4 inh,Vif-A3F inh,D2 ag,12-LOX inh,GRP78 ERSR act,D2 antagonist,ERG-DNA inh,Vif-APOBEC3G blk
O=c1c2cc3c(cc2n(Cc2cccc(Cl)c2)c(=O)n1Cc1nc(-c2ccccc2)no1)OCO3,-2,16%,-2%,1.8,-4%,-5%,/,-2%,0%
Cc1nc(Cl)c(C(=O)NCCc2ccccc2)c(C)c1[N+](=O)[O-],-5,42%,-1%,0.7,37%[activator],-2%,14,2%,1%
COc1ccc(NC(=O)Cn2c(=O)n(CC(=O)NCc3ccco3)c(=O)c3ccccc32)cc1,-6,-13%,-5%,/,-6%,-6%,/,8%,0%
CC(=O)Nc1cc2c(cc1[N+](=O)[O-])-c1ccccc1C2O (configuration not stated),15,?,-21%,/,/,1%,/,1%,1%

# Not all compounds are listed; the hit share may differ from the screen's.
